INS-1E GSIS act = primary screen for activators of insulin secretion dependent on glucose, INS-1E cells, GLuc reporter luminescence | 370,000 compounds, 0.61% hits | INS-1E GLuc reporter insulin secretion, 2-3 h | activation, % at 16.6 µM;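 active = lowest replicate activation of at least 40%, so every replicate reaches that level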;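 note: 0% = median of neutral control wells and 100% = median of IBMX positive control wells; some compounds called inactive have numbers as strong as hits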
PAX8 inh HTS = lowers PAX8-driven luciferase in RMG-I cells; inhibition, % at 12.6 µM; 360,000 compounds, 1.2% hits; RMG-I TPO-luciferase reporter, SteadyGlo, 24 h;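 active = mean replicate inhibition at least 60% with every replicate also reaching 60%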;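 note: luciferase light reporting Pax8 driven TPO promoter activity; plate controls were median of neutral control wells for no effect and mitoxantrone controls for full effect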
PglD inh = blocks C. jejuni PglD acetyltransferase activity | inhibition, % at 12.5 µM | purified PglD enzyme, DTNB colorimetric CoA detection | 360,000 compounds, 0.098% hits | AID 602405; in the data active = inhibition above about 16%, passing the limit was not always enough; note: strong numbers were not always called active
PGC1a acetyl inh = modulators of PGC1a acetylation. U2OS PGC1a acetylation, AlphaScreen anti-acetyl-lysine; with virally co-expressed GCN5 acetyltransferase. 350,000 compounds, 0.17% hits. inhibition, % at 15.6 µM;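 active = every replicate shows inhibition of at least 40%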;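 note: 0% = neutral control wells and 100% = positive control wells; some results beyond the cut were filed as inactive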
Cneo AK release = Cryptococcus neoformans lysis via adenylate kinase release | C. neoformans lysis, adenylate kinase release luminescence, 4 h; normalised: neutral wells 0, clomiphene wells 100 | lysis activity, % at 15 µM | 360,000 compounds, 0.2% hits | AID 651654;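 active = mean lysis activity across replicates of at least 80%, whatever share of replicates individually reach that level; inactive = mean lysis activity below 80%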
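Schedule: static 4 h at 37 °C with compound, 1 h detection; system: C. neoformans cells; benchmarks: Clomiphene as positive control; buffer or medium: fresh YPD medium; measure: luminescence rise reflecting yeast cell lysis; measured by: luminescent adenylate kinase detection reagent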
C2C12 statin = suppressors of simvastatin-induced myotoxicity in C2C12 myotubes; rescue of ATP level, % at 7.49 µM; ATP luminescence, 48 h; scaled: DMSO 0, geranylgeraniol control 100; 330,000 compounds, 0.78% hits;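 active = mean ATP rescue above about 67%, or every replicate alone reaching that limit, limit read from the data, passing the limit was not always enough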;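 note: myotubes were challenged with 10 µM simvastatin during compound exposure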
ARNT TACC3 PPI = disruptors of human ARNT/TACC3 interaction; AlphaScreen His-ARNT PAS-B/GST-TACC3 binding, luminescence; TACC3 fragment carries E629A point mutation; 390,000 compounds, 0.66% hits; Q9Y6A5; inhibition, % at 9.99 µM;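 active = mean inhibition of replicates at least 50% and at least half of replicates each reaching 50%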;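 note: 0% = complete ARNT plus TACC3 wells and 100% = ARNT alone without TACC3; many hits fall short of the cut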
LGR2 inh = blocks bursicon-induced cAMP signaling via Drosophila LGR2 | 380,000 compounds, 0.35% hits | AID 720647 | inhibition, % at 9.99 µM | HEK293 LGR2, CRE-luciferase, bursicon-stimulated, 4 h;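 active = drop in luminescence signal, shown as inhibition above about 50% in the replicate tests, limit read from the data, passing the limit was not always enough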;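 note: agonist challenge used bursicon conditioned medium at about half maximal strength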
* hit, by the source's call; / = not tested or not shown. Rows are unselected; 2.9% or so of the library scored in one or more.

SMILES | INS-1E GSIS act | PAX8 inh HTS | PglD inh | PGC1a acetyl inh | Cneo AK release | C2C12 statin | ARNT TACC3 PPI | LGR2 inh
CCCc1cn(CC[C@H]2CC[C@@H](NC(=O)C3CCCC3)[C@@H](CO)O2)nn1 | -20 | 5 | 7 | 4 | 60 | -3 | -5 | 13
CCCCC(=O)Nc1ncc([N+](=O)[O-])s1 | -25 | 10 | / | -22 | / | / | 0 | 17
Cc1cccc(Oc2nc(CN3CCOCC3)nc3sc4c(c23)CCCC4)c1 | -14 | 12 | / | / | / | / | 6 | 4
CN(C(=O)c1coc(=O)c2ccccc12)c1ccc(Br)cc1 | 7 | 10 | / | 5 | / | / | -4 | 7
O=C(Cn1nc2ccccc2n1)N/N=C/c1cc(Cl)cc([N+](=O)[O-])c1O | 1 | 21 | / | 13 | / | 6 | 0 | /
c1ccc2c3c([nH]c2c1)C1(CCCCC1)NCC3 | 4 | / | 9 | 4 | 0 | -1 | -7 | 17
Nn1cnnc1N/N=C/c1cc([N+](=O)[O-])c(Cl)cc1Cl | / | / | -3 | 17 | -1 | -3 | 1 | /
Cc1ccc(S(=O)(=O)NNC(=O)c2ccncc2)cc1 | 15 | 11 | / | / | / | / | -5 | 19
COC(=O)c1ccccc1S(=O)(=O)N1CCC(C(=O)OCc2ccc([N+](=O)[O-])cc2)CC1 | 7 | -2 | -5 | -7 | -1 | 3 | 1 | 4
Nc1ccc(Cc2ccccn2)cc1 | -20 | 1 | / | 2 | / | / | 1 | -12
COc1cccc(CNCC(O)COc2ccc(C(=O)c3ccccc3)cc2)c1 (stereo not drawn) | -20 | 10 | 6 | -6 | 3 | -34 | 0 | -12
COc1ccc(Cc2cc(NCc3ccccc3)c3ncn(C(C)C)c3c2)cc1 | -16 | 12 | -4 | -33 | 4 | 11 | -6 | -3
CCc1ccc2c(c1)cc(CN(C(=S)Nc1ccccc1Cl)C1CC1)c1nnnn12 | / | / | 9 | 7 | 1 | 22 | 8 | /
O=C(Nc1ccc(S(=O)(=O)NC2=NCCCCC2)cc1)c1ccc(=O)[nH]c1 | -7 | -10 | -1 | / | 1 | 7 | 4 | /
COC(=O)c1cccc(N2CCCC2=O)c1 | / | 20 | 4 | 10 | -1 | -5 | -4 | 1
COc1ccc(CNc2nc3nc(C)cc(C)n3n2)cc1OC | / | / | 2 | -14 | 0 | -1 | -13 | /
COc1ccc(S(=O)(=O)Nc2ccc3c(c2)CC(=O)N([C@@H](C)CO)C[C@H](C)[C@H](CN(C)Cc2ccc(C(=O)Nc4ccccc4N)cc2)O3)cc1 | 20 | 9 | / | -33 | / | / | / | 16
COc1ccc(OCC(=O)O/N=C(\N)Cc2ccc(Cl)cc2Cl)cc1 | / | / | 0 | -6 | 3 | 18 | -11 | /
CSc1nnc(-c2nnc(SC)n2-c2ccccc2)n1-c1ccccc1 | 0 | / | -5 | / | 0 | 9 | 5 | 9
O=C(Cc1ccc(NC(=O)C2CCCN(C(=O)C3CC3)C2)cc1)Nc1cccc(C(=O)N2CCCC2)c1 (stereo not drawn) | -2 | -2 | -5 | -3 | -2 | 17 | -4 | -1
C1=C(c2ccco2)N2CCN=C2S1 | 7 | 30 | 7 | 9 | -13 | 0 | 8 | 9
CC(=O)Nc1cc(S(=O)(=O)C(F)(F)F)ccc1Cl | / | / | 1 | -9 | -2 | / | -2 | /
CC1CN(C(=O)COC(=O)c2cccc(NS(=O)(=O)c3ccccc3)c2)CC(C)O1 (stereo not drawn) | -4 | / | -9 | -2 | 0 | -12 | / | -5
C=C(C)Cn1c(N2CCC(Cc3ccccc3)CC2)nc2c1c(=O)[nH]c(=O)n2C | -13 | 28 | 2 | -13 | 0 | 11 | -2 | /
CO[C@H]1CN(C)C(=O)c2ccc(NC(=O)C3CC3)cc2OC[C@@H](C)N(Cc2cccnc2)C[C@H]1C | 4 | 25 | 5 | 11 | 6 | -10 | -4 | 2
COc1ccc2c(c1)CCc1cnoc1-2 | 1 | -9 | -2 | / | -1 | 2 | -3 | -7
CCn1nc(C(=O)Nc2ccccc2N2CCCC2)c2ccccc2c1=O | -2 | 28 | 1 | / | 2 | 3 | 25 | 2
N/C(=N\OC(=O)COc1ccc2ccccc2c1)c1cccnc1 | -17 | -5 | 4 | -6 | -2 | -1 | -14 | -5
CCOc1ccc(S(=O)(=O)N(CC(=O)NCc2ccncc2)c2ccc(C)cc2)cc1 | 4 | 15 | 2 | 5 | 0 | -24 | 1 | 2
COc1cc(C)nn1-c1ccc(Cl)cc1 | 0 | 1 | / | 2 | / | / | -3 | -6
Cc1ccc2c(c1)C(c1ccccc1)N(C(=O)c1c(F)cccc1Cl)CC(=O)N2 (stereo not drawn) | -6 | 4 | -4 | -11 | -3 | -3 | 19 | 15
Cc1ccccc1Nc1c([N+](=O)[O-])ccc2nonc12 | 28 | 21 | -5 | 2 | 0 | 25 | 25 | -6
CC(C)(C)C(=O)Nc1cccc(-c2ncon2)c1 | -4 | -9 | 3 | 1 | 2 | 2 | -5 | 0
C[C@@H]1CN([C@@H](C)CO)C(=O)Cc2cc(NC(=O)CCC(F)(F)F)ccc2O[C@H]1CN(C)Cc1ccccc1 | 5 | 7 | 2 | / | 0 | 0 | 4 | 1
Cc1ccc(CN2CCN(/N=C/c3ccc(Cl)c([N+](=O)[O-])c3)CC2)cc1 | -17 | 3 | -7 | 1 | -1 | -6 | 5 | 19
COC(=O)c1sccc1NC(=O)c1ccc(OC)c(OC)c1 | / | 26 | 0 | 3 | 0 | / | / | /
Nc1nc2ccccc2cc1-c1cccs1 | 2 | -118 | -2 | 0 | -2 | -2 | -9 | -67
O=C(COc1ccc2c(C(F)(F)F)cc(=O)oc2c1)Nc1ccc(N2CCOCC2)cc1 | -13 | 15 | / | -1 | / | 6 | -3 | /
CC(=O)Nc1ccc(NC(=O)C(C)OC(=O)CCC2CCCCC2)cc1 (stereo not drawn) | -9 | 3 | 1 | 1 | 3 | / | -3 | 6
COc1ccccc1-c1cnc2c(c1)C(=O)N([C@@H](C)CO)C[C@@H](C)[C@@H](CN(C)Cc1ccc(F)cc1)O2 | 2 | 19 | -3 | -19 | -3 | 7 | 2 | 6

A draw from above in order of SMILES length, ascending.
SMILES | INS-1E GSIS act | PAX8 inh HTS | PglD inh | PGC1a acetyl inh | Cneo AK release | C2C12 statin | ARNT TACC3 PPI | LGR2 inh
COC(=O)c1sccc1NC(=O)c1ccc(OC)c(OC)c1 | / | 26 | 0 | 3 | 0 | / | / | /
Cc1cccc(Oc2nc(CN3CCOCC3)nc3sc4c(c23)CCCC4)c1 | -14 | 12 | / | / | / | / | 6 | 4
O=C(Nc1ccc(S(=O)(=O)NC2=NCCCCC2)cc1)c1ccc(=O)[nH]c1 | -7 | -10 | -1 | / | 1 | 7 | 4 | /
Cc1ccc2c(c1)C(c1ccccc1)N(C(=O)c1c(F)cccc1Cl)CC(=O)N2 (stereo not drawn) | -6 | 4 | -4 | -11 | -3 | -3 | 19 | 15

New compounds follow
SMILES | INS-1E GSIS act | PAX8 inh HTS | PglD inh | PGC1a acetyl inh | Cneo AK release | C2C12 statin | ARNT TACC3 PPI | LGR2 inh
COc1cccc(CN2CCCCN3[C@H](CO)[C@@H](c4ccc(C#Cc5cccnc5)cc4)[C@H]3C2)c1 | 5 | 21 | 1 | 11 | 3 | 20 | 11 | -8
O=C(OCc1cn([C@@H]2C[C@H](c3ccc(Cl)cc3)N(C(=O)C3CCCCC3)C[C@H]2O)nn1)c1ccccc1 | -17 | 11 | / | 0 | / | 3 | / | 14
COc1ccc(NC(=O)N(C)C[C@@H]2Oc3ccc(NC(=O)Cn4cnnn4)cc3CC(=O)N([C@H](C)CO)C[C@H]2C)cc1 | -7 | -19 | 1 | 1 | 3 | -31 | -7 | -5
CCc1[nH]c(C(=O)O)c(C)c1C(=O)OC | 1 | -12 | 2 | 2 | 7 | -1 | 6 | 13
N=c1c(S(=O)(=O)c2ccccc2)cc2c(=O)n3ccccc3nc2n1C1CCCC1 | 7 | 0 | -3 | / | 0 | -45 | 14 | -12
O=C(CN(Cc1cccs1)C(=O)CN1C(=O)COc2ccccc21)NCc1ccco1 | / | / | 2 | / | -1 | 39 | -4 | /
O=C(COC(=O)C1CCN(c2ccc(C(F)(F)F)cn2)CC1)NCc1ccc(Cl)cc1Cl | -5 | -10 | -4 | / | 2 | -20 | -4 | -2
COc1ncnc2c1N=C1CC(C)(C)CC(N)=C1S2 | / | / | -1 | -9 | 1 | -1 | 9 | /
O=C(c1cc(-c2cccs2)nc2ccccc12)N1CCN(S(=O)(=O)c2ccccc2)CC1 | / | / | 0 | -6 | 6 | 48 | 0 | /
CCc1nc(NCCCCCO)c2nnn(Cc3ccccc3F)c2n1 | / | / | -1 | -25 | -1 | 37 | -7 | /
COC(=O)C(CC#Cc1ccc2c(c1)[C@]1(C(=O)N2)[C@H](c2ccc(O)cc2)N2[C@H](c3ccccc3)[C@H](c3ccccc3)OC(=O)[C@H]2[C@@H]1C(=O)N1CCc2cc(OC)c(OC)cc2C1)C(=O)OC | / | 12 | 1 | 4 | -7 | / | 13 | /
Cn1c(N)c(C(=O)NCc2ccccc2)sc1=S | / | / | -3 | -5 | 0 | 0 | 3 | /
COc1ccc(/C=N/NC(=O)c2nnn(-c3nonc3N)c2-c2cccs2)cc1OC | 13 | -11 | 4 | 4 | -1 | 10 | 11 | -3
O=C(NNC(=O)c1cccs1)c1ccc(Cl)cc1 | 0 | -93 | / | / | / | / | -1 | -41
COc1ccc(NC(=O)N(C)C[C@H]2Oc3ccc(NC(=O)Cn4cnnn4)cc3CC(=O)N([C@@H](C)CO)C[C@H]2C)cc1 | 11 | 3 | 3 | 6 | 54 | 12 | -14 | -10
CCOC(=O)CNc1nc(C(C)(C)C)nc2c1nnn2Cc1ccccc1 | 15 | 15 | 2 | / | 2 | -7 | -6 | 4
COc1cc(-c2nc(-c3ccccn3)no2)cc(OC)c1OC | / | / | 0 | 18 | 0 | 4 | -1 | /
COc1ccc(Br)cc1S(=O)(=O)n1nc(C)cc1C | 10 | 23 | -1 | 2 | 0 | 17 | -4 | -1
Cc1cc(NS(=O)(=O)c2ccc(Br)s2)no1 | / | / | 1 | 4 | 7 | 17 | 2 | /
CN(C)CCN(CC1CCCN(Cc2ccccc2F)C1)C(=O)c1ccc(F)cc1 (stereo not drawn) | -5 | 2 | -7 | 7 | -4 | 1 | 6 | -9
Cc1cc(Cl)ccc1OCC(=O)NNC(=O)c1cnccn1 | 2 | 23 | / | -5 | / | / | 28 | 1
C[C@H](CO)N1C[C@H](C)[C@H](CN(C)Cc2ccccn2)Oc2cc(C#CCN(C)C)ccc2S1(=O)=O | 0 | / | 0 | -5 | -2 | 12 | -3 | 11
COCC(=O)N1CC(=O)N2[C@H](CO)[C@H](c3ccc(C4=CCCC4)cc3)[C@@H]2C1 | -2 | -10 | / | 5 | / | / | / | -5
COc1cccc(NC(=O)CSc2nnc(CNC(=O)c3ccco3)n2C)c1 | 1 | -6 | 0 | / | 8 | / | -3 | 5
COc1ccc2c3c([nH]c2c1)[C@H](CO)N(C(=O)CN(C)C)CC31CCN(Cc2ccncc2)CC1 | 22 | -17 | / | 6 | / | / | / | 2
Cc1cc(C(=O)c2ccccc2)c(NC(=O)CCl)s1 | 11 | 3 | / | / | / | / | -2 | -2
Fc1ccccc1Cc1noc(CN2CCN(C/C=C/c3ccccc3)CC2)n1 | -26 | 12 | 5 | 0 | 1 | -11 | 5 | 21
COc1ccc(Cn2nnc3c(=O)[nH]c(C4CCN(C(=O)c5ccccc5Cl)CC4)nc32)cc1 | / | / | -14 | 13 | 1 | / | 5 | /
CNS(=O)(=O)c1cn(CC(=O)NCc2ccc(OC)cc2)cc1S(=O)(=O)NC | -4 | -3 | 0 | -2 | 0 | -4 | 2 | 4

From PubChem BioAssay
